DYRK1A inh: blocks rat Dyrk1A kinase activity | 310,000 compounds, 0.43% hits | inhibition, % at 12.5 µM | ADP-Glo luminescence, NFATc1 peptide | AID 504441; in the data active = inhibition above about 50%;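 note: plate controls were vehicle with enzyme for no effect and no enzyme for full effect; many of its hits are not listed in these tables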
GSK3A inh: human GSK-3 alpha kinase inhibition; P49840; ADP-Glo luminescence, 60 min; inhibition, % at 10 µM; 320,000 compounds, 0.1% hits;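 in the data active = inhibition above about 50%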;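 note: GST-tagged GSK-3 alpha with peptide substrate and 25 µM ATP; 0% = DMSO neutral wells and 100% = GW8510 positive control wells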
Target sequence (P49840 whole entry, looked up): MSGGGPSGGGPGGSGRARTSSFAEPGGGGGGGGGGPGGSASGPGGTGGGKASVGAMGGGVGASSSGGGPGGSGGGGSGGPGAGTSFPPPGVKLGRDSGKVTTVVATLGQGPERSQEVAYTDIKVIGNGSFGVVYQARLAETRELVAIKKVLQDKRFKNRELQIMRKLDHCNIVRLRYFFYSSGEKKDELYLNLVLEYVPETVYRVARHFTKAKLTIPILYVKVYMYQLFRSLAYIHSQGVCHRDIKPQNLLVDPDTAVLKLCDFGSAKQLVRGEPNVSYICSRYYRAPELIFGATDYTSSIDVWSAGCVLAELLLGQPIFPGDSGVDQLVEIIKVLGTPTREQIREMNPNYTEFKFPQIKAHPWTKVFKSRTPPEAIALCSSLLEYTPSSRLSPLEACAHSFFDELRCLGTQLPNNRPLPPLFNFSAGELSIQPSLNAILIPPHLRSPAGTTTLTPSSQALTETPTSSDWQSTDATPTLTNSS
HSF1 inhib: HSF1 inhibition; NIH3T3-HGL HSE-luciferase, MG132-induced, luminescence 8 h; active compounds read low; activity change, negative = inhibition, % at 7.5 µM (by protocol); 300,000 compounds, 0.77% hits;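 active = more than half of replicate wells show activity change below -50%, luminescence cut by over half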;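 note: luciferase reports HSF-1 transcriptional activity via heat shock element; 0% = median of DMSO wells and -100% = zero luminescence signal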
Platelet DG rel: modulates dense granule release in human platelets. inhibition, %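 (compounds screened at 7.5 µM in platelet-rich plasma)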. 300,000 compounds, 0.22% hits. human platelet-rich plasma, SFLLRN dense granule ATP release, luminescence. AID 1663;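 active = mean replicate score, as percent of positive control, at or above 50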
IEC-6 tox: counter-screen for KLF5 inhibitors: cytotoxicity in IEC-6 cells; inhibition, % at 5 µM; 290,000 compounds, 0.78% hits; IEC-6 cytotoxicity, luminescence viability; in the data active = inhibition above about 22%;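 note: 0% = plate median of test compound wells and 100% = cytotoxic reference compound wells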
KLF5 inhibitor: suppresses KLF5 promoter-driven expression; AID 1700; inhibition, % at 5 µM; 290,000 compounds, 0.23% hits; DLD-1 KLF5 promoter-luciferase reporter, luminescence;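 active = inhibition above a per-plate limit of that plate's mean compound inhibition plus 3 SD, cut at about 60% in these data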;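 note: 0% = DMSO wells and 100% = LY294002 at 200 µM; higher means less KLF5 promoter-driven luciferase light; inactives centre near -14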
aSyn UTR inh: MLPCN primary screen, SNCA 5' untranslated region; alpha-synuclein 5'UTR reporter, inhibitor activity; AID 1813; inhibition, % (tested at 7.5 µM); 300,000 compounds, 0.82% hits; in the data active = inhibition above about 60%;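 note: H4 neuroglioblastoma cells stably carrying SNCA 5'UTR luciferase fusion; 0% = DMSO wells and 100% = positive control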
HSP90 inh: HSP90 refolding inhibition in rabbit reticulocyte lysate. luciferase refolding luminescence, 3 h. inhibition, % at 5.6 µM. 290,000 compounds, 0.91% hits. AID 1789;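 active = inhibition above the screen-wide mean plus 3 SD, computed separately per campaign, cut at about 16% in these data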;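 note: 0% = DMSO wells and 100% = 60 µM geldanamycin wells; inhibitors lower the luminescence because luciferase stays unfolded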
HSF1 activator: increases HSF-1 driven luciferase reporter signal; NIH3T3-HGL HSF-1 luciferase reporter, MG132, 8 h; 100% = twice DMSO control signal; activation, % at 9 µM; 300,000 compounds, 1.7% hits;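 active = mean replicate activation of at least 50% with a set share of replicates each reaching 50%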;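 note: 0% = median of the neutral control wells and 100% = twice that signal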
GSK3B inh: blocks human GSK3beta kinase activity; AID 2097; 300,000 compounds, 0.038% hits; P49841; GST-GSK3beta kinase, ADP-Glo luminescence, 60 min; active compounds read low; activity score (negative = inhibition), % at 10 µM;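 active = more than half of replicate wells score below -50%, meaning over 50% inhibition versus plate controls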;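 note: 0% = median DMSO wells and -100% = median GW8510 positive control wells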
Target sequence (P49841 whole entry, looked up): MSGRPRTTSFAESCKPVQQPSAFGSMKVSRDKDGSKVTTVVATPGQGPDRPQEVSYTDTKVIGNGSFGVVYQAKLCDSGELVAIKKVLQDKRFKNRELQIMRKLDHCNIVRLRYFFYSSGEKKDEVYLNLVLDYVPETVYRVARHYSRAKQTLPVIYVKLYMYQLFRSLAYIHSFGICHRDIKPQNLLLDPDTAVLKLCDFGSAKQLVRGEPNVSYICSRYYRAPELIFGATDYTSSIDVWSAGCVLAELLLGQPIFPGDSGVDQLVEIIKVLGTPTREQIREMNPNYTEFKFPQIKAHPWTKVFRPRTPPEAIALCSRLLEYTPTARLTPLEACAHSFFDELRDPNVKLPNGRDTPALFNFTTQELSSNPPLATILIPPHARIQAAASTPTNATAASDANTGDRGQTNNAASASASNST
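Test system: GST-tagged human GSK3beta kinase, cell-free; evaluation: activity score scaled between in-plate DMSO and GW8510 controls; measured by: ADP-Glo luminescence; incubation: 60 min reaction, RT; benchmarks: DMSO and 20 µM GW8510; reagent: peptide substrate plus 25 µM ATP (final); medium: Tris/MgCl2 kinase buffer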
Active calls of the source: *; x = no result given. Only part of the results is shown (hit frequency here may not be typical).

1) CCS(=O)(=O)NCC(c1cccnc1)N1CCN(c2ccccc2)CC1 (centres undefined)
2) C=C(C)COc1ccc2c(CC)cc(=O)oc2c1
3) C=CCSc1[nH]c(=O)cc(C)c1C(N)=O
4) COc1ccc(NS(=O)(=O)c2ccc3c(c2)[C@H]2C=CC[C@H]2[C@@H](c2ccc(C(=O)O)cc2)N3)cc1
5) O=C(CSc1nnc(-c2cccnc2)s1)Nc1cccc(C(=O)O)c1
6) COc1ccc(-c2cc(C(=O)Nc3ccc(F)cc3F)no2)cc1

entry no.	1	2	3	4	5	6
DYRK1A inh	3	10	1	-5	-2	4
GSK3A inh	-1	x	-2	-3	-2	-1
HSF1 inhib	-5	-10	5	5	-5	7
Platelet DG rel	0	1	5	6	-9	5
IEC-6 tox	3	0	3	-6	6	-3
KLF5 inhibitor	-23	-25	-38	-2	-20	-49
aSyn UTR inh	-8	-10	5	0	17	-40
HSP90 inh	6	-1	1	-1	-2	3
HSF1 activator	9	3	-4	16	-9	18
GSK3B inh	5	1	2	3	6	-1

7) O=C(O)c1ccc2c(c1)ncn2C1CCCCC1
8) N#Cc1ccc(NC(=O)CN2C(=O)NC(Cc3ccccc3)C2=O)cc1 (centres undefined)
9) CCOC(=O)C1=C(COc2ccccc2)NC(=O)NC1c1cccc([N+](=O)[O-])c1 (centres undefined)
10) O=C(N/N=C/c1cccnc1)C(O)(c1ccccc1)c1ccccc1
11) O=C(/C=C/c1ccccc1)Nc1ccc(N2CCCCC2)cc1
12) COc1ccc(NC(=O)c2ccc3c(c2)OCCO3)cc1OC

entry no.	7	8	9	10	11	12
DYRK1A inh	2	1	-9	x	-5	0
GSK3A inh	-1	-1	-1	-1	-1	-1
HSF1 inhib	1	-7	6	-1	4	23
Platelet DG rel	1	-3	-9	0	-18	4
IEC-6 tox	2	6	1	0	-9	2
KLF5 inhibitor	-6	-26	-8	21	-89	-88
aSyn UTR inh	23	8	14	2	-196	-104
HSP90 inh	1	-1	-4	2	-5	2
HSF1 activator	-6	-20	9	-8	22	18
GSK3B inh	-3	0	2	1	2	-5

Among those listed so far, 2 contain an aryl thioether with sulfur outside any ring.
3) C=CCSc1[nH]c(=O)cc(C)c1C(N)=O
5) O=C(CSc1nnc(-c2cccnc2)s1)Nc1cccc(C(=O)O)c1

entry no.	3	5
DYRK1A inh	1	-2
GSK3A inh	-2	-2
HSF1 inhib	5	-5
Platelet DG rel	5	-9
IEC-6 tox	3	6
KLF5 inhibitor	-38	-20
aSyn UTR inh	5	17
HSP90 inh	1	-2
HSF1 activator	-4	-9
GSK3B inh	2	6

(listing goes on)
13) Cc1ccc(NC(=O)Cn2cc(S(=O)(=O)c3ccc(C)cc3)c(=O)c3cc(F)ccc32)cc1
14) Cc1c(/C=N/NC(=O)c2cc(Br)ccc2O)c(=O)n(C)c(=O)n1C
15) CN(Cc1ccc2ccccc2c1)C(=O)c1ccc(C(F)(F)F)cc1
16) C[N+](C)(CCOc1ccccc1)Cc1ccccc1 (tested in a mixture with another compound)
17) O=C(Nc1ccc2c(c1)OCO2)c1cc2nc(C3CC3)cc(C(F)(F)F)n2n1
18) COc1ccc(N(CC(=O)NCC2CCCO2)S(=O)(=O)c2c(C)noc2C)cc1 (centres undefined)

entry no.	13	14	15	16	17	18
DYRK1A inh	-1	-2	-1	92*	-8	2
GSK3A inh	-2	-2	-4	10	x	1
HSF1 inhib	28	6	0	5	3	-5
Platelet DG rel	14	2	-18	1	-3	3
IEC-6 tox	-5	-1	-8	-5	-2	-13
KLF5 inhibitor	6	-29	3	-7	-10	-25
aSyn UTR inh	16	-6	8	-7	-29	19
HSP90 inh	-3	-5	-3	-5	3	-5
HSF1 activator	40	17	3	15	-6	-1
GSK3B inh	-1	3	2	-3	-1	1

19) Cc1ccc(NC(=O)CCc2nc3ccccc3s2)c(O)c1
20) COc1ccc2c(c1)c(C(O)CN1CCC(Cc3ccccc3)CC1)c(C)n2C (centres undefined)
21) COc1ccccc1C(=O)Nc1ccc(S(=O)(=O)N2CCc3ccccc32)cc1
22) COc1ccccc1C1CC(c2ccc(Br)cc2)=NN1C(=O)c1cccnc1 (centres undefined)
23) CC(=O)c1cc(CN2CCN(C3CCCCC3)C(CCO)C2)cs1 (centres undefined)
24) O=C(Nc1ccc(N2CCOCC2)c(Cl)c1)c1ccc(Br)o1

entry no.	19	20	21	22	23	24
DYRK1A inh	4	1	6	1	-3	18
GSK3A inh	0	0	-1	-1	-1	-2
HSF1 inhib	14	3	4	13	0	28
Platelet DG rel	-8	6	0	-2	5	3
IEC-6 tox	-1	-4	3	8	7	2
KLF5 inhibitor	-32	-22	-3	-15	-29	-112
aSyn UTR inh	-15	-12	-45	-60	0	-253
HSP90 inh	3	0	4	2	2	0
HSF1 activator	13	10	31	-3	17	42
GSK3B inh	1	0	-2	0	-2	1

25) O=C(CCN1C(=O)S/C(=C\c2ccccc2)C1=O)N1CCOCC1
26) C=CCSc1nc(C)cc(/C=C\c2ccccc2)c1C#N
27) COc1ccc(-c2csc(NC(=O)CSCC(=O)Nc3cc(C)on3)n2)cc1OC
28) CCCc1cc(C(=O)Nc2cc(OC)c(Cl)cc2OC)no1
29) COc1ccc(COC(=O)N/C=C/c2ccco2)cc1
30) O=C(NCc1cccnc1)C1CC(c2ccc(Cl)c(Cl)c2)=NO1 (centres undefined)

entry no.	25	26	27	28	29	30
DYRK1A inh	-1	-4	1	-2	-3	-1
GSK3A inh	2	0	6	-2	-2	-2
HSF1 inhib	2	5	-1	2	2	-8
Platelet DG rel	-5	0	0	4	-1	2
IEC-6 tox	-5	-3	x	-12	-7	6
KLF5 inhibitor	-29	7	x	-31	-16	-20
aSyn UTR inh	-54	-35	13	-22	12	-12
HSP90 inh	7	2	x	-2	2	-3
HSF1 activator	10	15	1	25	-17	1
GSK3B inh	-2	1	1	-1	2	2

31) Cc1ncc(CN=Cc2ccc(Cl)cc2)c(N)n1
32) Cc1ccc(N2CC(C(=O)N/N=C/c3c(F)cccc3Cl)CC2=O)cc1 (centres undefined)
33) CC1(C(=O)N2CC3(CC(c4cccc(NC(=O)COc5ccc(Cl)cc5)c4)=NO3)C[C@@H]2C(N)=O)CC1 (some centres undefined)
34) CC1CN(C(=O)COC(=O)c2cc([N+](=O)[O-])ccc2Cl)CC(C)O1 (centres undefined)
35) Cc1ccc2nc(-c3cccc(Br)c3)cc(C(=O)Nn3cnnc3)c2c1
36) O=C(NCc1ccco1)C1CCN(C(=O)Cc2ccccc2)CC1

entry no.	31	32	33	34	35	36
DYRK1A inh	2	1	6	3	-2	1
GSK3A inh	1	-1	-2	0	-2	-1
HSF1 inhib	-2	0	-6	1	4	5
Platelet DG rel	-1	1	8	0	-2	2
IEC-6 tox	-5	2	x	7	-5	1
KLF5 inhibitor	-13	-18	x	-11	-34	-5
aSyn UTR inh	-7	25	11	-42	-3	-6
HSP90 inh	0	-4	x	2	0	1
HSF1 activator	0	6	-28	1	27	3
GSK3B inh	1	0	2	0	0	-2

37) Cc1ccc(-n2nc(C)c3c(=O)[nH]c(C(F)(F)F)nc32)cc1
38) N#Cc1ccccc1NC(=O)COC(=O)COc1ccccc1[N+](=O)[O-]
39) CC(OC(=O)Cn1[nH]c(=O)c2ccccc2c1=O)C(=O)Nc1cccc(Cl)c1 (centres undefined)
40) CCOC(=O)c1c(NC(=O)CN2C(=O)NC3(CCC(C)CC3)C2=O)sc(C)c1-c1ccc(C)cc1 (centres undefined)
41) CCOc1ccc(S(=O)(=O)N(C)c2ccc(OCC(=O)NC3=NCCS3)cc2)cc1
42) CC1Cc2ccccc2N1C(=O)CO/N=C/c1ccc(OC(F)F)cc1 (centres undefined)

entry no.	37	38	39	40	41	42
DYRK1A inh	x	x	-7	7	2	3
GSK3A inh	3	1	-1	-4	-1	-2
HSF1 inhib	-9	-7	11	4	3	-88*
Platelet DG rel	1	4	-5	1	-7	-1
IEC-6 tox	4	-3	x	-4	-7	-6
KLF5 inhibitor	16	-35	x	2	-4	-23
aSyn UTR inh	-1	-1	-6	-20	-12	-34
HSP90 inh	-1	-4	x	2	2	0
HSF1 activator	-9	-7	16	15	-5	-90
GSK3B inh	1	3	1	2	3	0

43) COc1ccccc1OCC(=O)NN=C(Cc1ccccc1)Cc1ccccc1
44) Cc1ccc(OCC(=O)O/N=C(\N)c2ccccn2)cc1
45) Cc1cc(=O)[nH]c(SCC(=O)Nc2ccc(F)cc2)c1C#N
46) COc1cccc(OC)c1NC(=O)C1CCCN1C(=O)Nc1ccccc1F (centres undefined)
47) CC(=O)N1CCOc2ccc(S(=O)(=O)NCCc3ccccc3)cc21
48) Cc1cc(-c2nc3ncccc3o2)ccc1NC(=S)NC(=O)C(C)C

entry no.	43	44	45	46	47	48
DYRK1A inh	-1	-2	2	0	2	3
GSK3A inh	1	-3	-3	x	-3	0
HSF1 inhib	8	28	9	-2	-4	38
Platelet DG rel	1	5	11	-2	-5	0
IEC-6 tox	6	4	-1	5	-3	0
KLF5 inhibitor	-32	-131	4	-21	-7	-42
aSyn UTR inh	1	-57	-15	-3	-37	-44
HSP90 inh	-1	3	1	3	-3	2
HSF1 activator	4	57*	16	11	0	52*
GSK3B inh	1	0	4	-1	-2	-3

Ordered by value in GSK3A inh (ascending): 6 of the compounds above.
#	SMILES	GSK3A inh
40	CCOC(=O)c1c(NC(=O)CN2C(=O)NC3(CCC(C)CC3)C2=O)sc(C)c1-c1ccc(C)cc1 (centres undefined)	-4
45	Cc1cc(=O)[nH]c(SCC(=O)Nc2ccc(F)cc2)c1C#N	-3
5	O=C(CSc1nnc(-c2cccnc2)s1)Nc1cccc(C(=O)O)c1	-2
32	Cc1ccc(N2CC(C(=O)N/N=C/c3c(F)cccc3Cl)CC2=O)cc1 (centres undefined)	-1
26	C=CCSc1nc(C)cc(/C=C\c2ccccc2)c1C#N	0
18	COc1ccc(N(CC(=O)NCC2CCCO2)S(=O)(=O)c2c(C)noc2C)cc1 (centres undefined)	1

Further results:
49) O=C(CN1C(=O)NC2(CCCC2)C1=O)Nc1ccc(F)c([N+](=O)[O-])c1
50) COc1ccc(CCNC(=O)c2ccc(-c3ccc([N+](=O)[O-])cc3Cl)o2)cc1OC
51) CC(=O)Nc1cccc(NC(=O)CSc2nnc(NC(=O)C3CC3)s2)c1
52) Cc1cc(N(C)C)c(C#N)c(N2CCCCC2)n1
53) CC1=C(C(=O)OCCNC(=O)c2cccnc2)C(c2cccc([N+](=O)[O-])c2)C(C(=O)OCCN(C)C)=C(C)N1 (centres undefined)
54) Cc1ccc(NC(=S)Nc2cccc3cnccc23)c(C)c1
55) O=C(CN1C(=O)c2cccnc2Oc2ccc(Cl)cc21)Nc1ccc(F)cc1
56) FC(F)(F)c1cnc(-c2cnc(-c3ccccn3)nc2)c(Cl)c1
57) CCOc1ccc(OCC)c(S(=O)(=O)N2CCOCC2)c1

entry no.	49	50	51	52	53	54	55	56	57
DYRK1A inh	3	7	0	0	-4	1	10	18	-3
GSK3A inh	-1	-1	2	-1	-3	8	-3	4	0
HSF1 inhib	-4	-24	-3	-6	-1	43	7	11	-2
Platelet DG rel	-13	4	-2	x	6	1	1	4	1
IEC-6 tox	8	6	-10	-3	-1	11	1	11	2
KLF5 inhibitor	-4	13	-24	1	10	18	-8	-109	-19
aSyn UTR inh	-20	14	-7	2	5	-37	-16	-48	11
HSP90 inh	-1	5	2	-3	-2	2	-3	8	1
HSF1 activator	7	-36	7	-3	-1	73*	-7	48	-3
GSK3B inh	-2	-1	1	-2	5	-4	3	-1	-1

From PubChem
